# PfM18AAP inh – PfM18AAP enzyme inhibition; 290,000 compounds, 1.2% hits; recombinant PfM18AAP, H-Glu-NHMec fluorogenic cleavage; inhibition, % at 7.35 µM;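 active = inhibition above the campaign mean inhibition over all tested compounds plus 3 SD, cut at about 28% in these data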;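 note: 0% = plate median of test compound wells and 100% = 2 mM ZnCl2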
# MEKK3 PB1 HTS – raises or lowers MEK5 binding to the human MEKK3 PB1 domain; Q99759; bead-based flow cytometry, Alexa488-MEK5 binding to MEKK3; actives lie on both sides; 0 = blocked by unlabeled MEK5, 100 = vehicle; binding response (% of control), % at 10 µM; 290,000 compounds, 1.4% hits; AID 1529;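 active = binding response more than 3 SD above or below the average of its plate-row segment, actives on both sides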;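 note: Alexa488 bead fluorescence after subtracting the streptavidin-only scavenger bead signal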
# IDE inh – inhibits human insulin-degrading enzyme in HEK cells; 320,000 compounds, 0.41% hits; FAbetaB cleavage, fluorescence polarization; AID 434962; inhibition, % at 5.59 µM;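 active = percent inhibition above the average of all tested compounds plus 3 SD, set per screening campaign, cut at about 16% in these data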;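 note: IDE supplied by intact live HEK cells; FP after avidin binding of uncleaved biotin substrate so inhibition keeps polarization high; 0% = DMSO wells and 100% = 60 µM reference IDE inhibitor Ii1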
# NALP1 yeast inh – blocks the NALP1 inflammasome reconstituted in yeast; S. cerevisiae NALP1/ASC/caspase-1 growth, X-gal OD620, 72 h; inhibition, % at 10 µM; 280,000 compounds, 0.61% hits; AID 2071; in the data active = inhibition mostly above about 24%, no sharp cut-off; inactive = mostly below about 32%; note: some compounds called inactive have numbers as strong as hits
# pCIP destab – lowers stability of the mouse p/CIP coactivator protein; Q05BA5; F442A p/CIP-EGFP cells, EGFP fluorescence, 16 h; decrease of EGFP signal, % at 10 µM; 290,000 compounds, 0.01% hits;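 active = EGFP signal decrease of at least 30% at 10 µM or well 3 SD below plate mean, unless failing retest; inactive = the rest, including hits failing retest or dose response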; note: some compounds called inactive have numbers as strong as hits; many of its hits are not listed in these tables
# Target sequence (Q05BA5 1-1403): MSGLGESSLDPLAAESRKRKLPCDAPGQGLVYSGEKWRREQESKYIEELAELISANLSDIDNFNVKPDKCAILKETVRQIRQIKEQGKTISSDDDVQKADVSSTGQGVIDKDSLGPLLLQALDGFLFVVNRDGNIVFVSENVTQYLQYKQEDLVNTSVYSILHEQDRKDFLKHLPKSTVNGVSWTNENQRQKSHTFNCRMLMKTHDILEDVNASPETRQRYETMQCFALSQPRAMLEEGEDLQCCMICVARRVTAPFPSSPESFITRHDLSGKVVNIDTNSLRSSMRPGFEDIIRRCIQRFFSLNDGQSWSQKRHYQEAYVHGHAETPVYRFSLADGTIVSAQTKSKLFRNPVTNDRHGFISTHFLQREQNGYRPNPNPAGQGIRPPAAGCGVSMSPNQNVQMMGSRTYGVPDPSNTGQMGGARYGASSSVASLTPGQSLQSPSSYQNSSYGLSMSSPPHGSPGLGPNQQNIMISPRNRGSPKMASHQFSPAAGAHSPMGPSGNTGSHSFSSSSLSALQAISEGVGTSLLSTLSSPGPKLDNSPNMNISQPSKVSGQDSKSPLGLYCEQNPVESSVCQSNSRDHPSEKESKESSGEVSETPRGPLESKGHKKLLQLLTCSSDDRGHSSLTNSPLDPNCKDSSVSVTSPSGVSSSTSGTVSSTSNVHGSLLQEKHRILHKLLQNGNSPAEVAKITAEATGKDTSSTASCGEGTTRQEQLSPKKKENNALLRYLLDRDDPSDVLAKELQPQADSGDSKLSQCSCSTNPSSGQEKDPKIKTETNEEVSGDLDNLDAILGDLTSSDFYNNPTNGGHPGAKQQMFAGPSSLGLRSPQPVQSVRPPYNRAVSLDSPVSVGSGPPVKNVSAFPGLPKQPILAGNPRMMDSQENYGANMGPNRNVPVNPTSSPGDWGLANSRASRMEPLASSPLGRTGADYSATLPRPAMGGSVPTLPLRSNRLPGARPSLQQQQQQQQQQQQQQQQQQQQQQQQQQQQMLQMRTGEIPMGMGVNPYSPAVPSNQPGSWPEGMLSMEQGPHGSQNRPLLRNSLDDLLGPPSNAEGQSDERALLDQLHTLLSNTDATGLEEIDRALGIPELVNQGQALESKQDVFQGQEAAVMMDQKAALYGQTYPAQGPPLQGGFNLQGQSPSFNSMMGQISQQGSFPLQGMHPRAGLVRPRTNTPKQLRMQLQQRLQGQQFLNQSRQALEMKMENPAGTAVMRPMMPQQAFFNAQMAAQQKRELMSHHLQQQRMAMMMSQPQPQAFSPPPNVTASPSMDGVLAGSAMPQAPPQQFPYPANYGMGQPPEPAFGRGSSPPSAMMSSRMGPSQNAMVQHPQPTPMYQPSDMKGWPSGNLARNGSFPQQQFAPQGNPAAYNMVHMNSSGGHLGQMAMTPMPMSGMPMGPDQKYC
# IDE cell activ – activators of human insulin-degrading enzyme in cells. HEK cells, FAbeta-B cleavage, fluorescence polarization; 0% vehicle, 100% cell-free pure enzyme wells. activation, % at 5.96 µM. 340,000 compounds, 0.073% hits;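 active = activation above the mean of all tested compounds plus 3 SD, set per screening campaign, cut at about 17% in these data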
# MEKK2mut PB1 HTS – signal of MEK5 binding to mutant human MEKK2 PB1 domain; bead flow cytometry, Alexa488-MEK5 binding to MEKK2 mutant; percent response, % at 10 µM; 290,000 compounds, 0.35% hits; in the data active = percent response above about 24%, passing the limit was not always enough; note: inactives centre near 1; some results filed as inactive read as strong as hits; reference of the scale not given here
# SUMO HTRF inh – blocks human SUMOylation mediated by UBC9. P63279. HTRF SUMOylation assay, SAE1/SAE2 + UBC9, in vitro. inhibition, % at 35 µM. 290,000 compounds, 0.36% hits; in the data active = inhibition above about 50%, passing the limit was not always enough; note: strong numbers were not always called active
# MEKK2wt PB1 HTS – raises or lowers MEK5 binding to wildtype human MEKK2 PB1 domain; binding response (% of control), % at 10 µM; Q9Y2U5; 290,000 compounds, 1.1% hits; bead flow cytometry, Alexa488-MEK5 binding to MEKK2 WT; actives lie on both sides; AID 1531; in the data active = binding response below about 67% or above about 130%
# Starred values were filed as active, the others as inactive; . = not tested or not shown. These rows are one share of the data; rates above refer to the full screens.
# The first 4 records, ahead of the listing:
PfM18AAP inh,MEKK3 PB1 HTS,IDE inh,NALP1 yeast inh,Compound,pCIP destab,IDE cell activ,MEKK2mut PB1 HTS,SUMO HTRF inh,MEKK2wt PB1 HTS
4.2,96.0,-0.9,7.8,COc1ccccc1NC(=O)C(=O)NCc1ccccc1Cl,2.4,2.4,2.0,-1.9,98.0
5.0,101.0,7.2,-12.0,CC(C)(C)C(=O)Nc1ccc(C(=O)NNC(=O)c2ccccc2)cc1,1.0,2.1,-6.0,17.6,95.0
-5.9,105.0,-8.3,.,Cc1ccc(-c2nc(SCC(=O)Nc3ccccc3OC(F)F)c3c(C)c(C(=O)O)sc3n2)cc1,0.8,.,-2.0,77.1*,100.0
0.6,101.0,-1.2,30.9,CCc1ccc(/C=N/n2c(C)cc(C)c(C#N)c2=O)cc1,-15.0,-1.2,-3.0,-10.6,99.0

# The listing, from the start:
PfM18AAP inh,MEKK3 PB1 HTS,IDE inh,NALP1 yeast inh,Compound,pCIP destab,IDE cell activ,MEKK2mut PB1 HTS,SUMO HTRF inh,MEKK2wt PB1 HTS
4.2,96.0,-0.9,7.8,COc1ccccc1NC(=O)C(=O)NCc1ccccc1Cl,2.4,2.4,2.0,-1.9,98.0
5.0,101.0,7.2,-12.0,CC(C)(C)C(=O)Nc1ccc(C(=O)NNC(=O)c2ccccc2)cc1,1.0,2.1,-6.0,17.6,95.0
-5.9,105.0,-8.3,.,Cc1ccc(-c2nc(SCC(=O)Nc3ccccc3OC(F)F)c3c(C)c(C(=O)O)sc3n2)cc1,0.8,.,-2.0,77.1*,100.0
0.6,101.0,-1.2,30.9,CCc1ccc(/C=N/n2c(C)cc(C)c(C#N)c2=O)cc1,-15.0,-1.2,-3.0,-10.6,99.0
-2.3,97.0,3.7,-8.9,Cc1cccc(NC(=O)Cn2nnc(-c3ccc(CN4CCCC4)cc3)n2)c1C,3.3,6.1,1.0,16.2,105.0
-2.7,97.0,5.2,8.2,Cc1sc(NC(=S)NC(=O)c2cccs2)nc1-c1ccc(CC(C)C)cc1,-20.6,1.3,-5.0,8.2,89.0
-13.2,95.0,5.5,-15.1,O=C(NCC1OCCc2ccccc21)c1cc(COc2c(F)cccc2F)on1 (stereo not drawn),1.9,5.5,-6.0,1.2,87.0
9.8,97.0,-0.1,-0.4,O=C(/C=C(\O)c1ccccc1)C(=O)NNC(=O)c1ccccc1,-14.1,1.9,4.0,13.2,100.0
-2.1,105.0,4.0,11.7,Cc1cccc(NS(=O)(=O)c2ccc(-n3cccn3)cc2)c1C,-0.3,-10.3,2.0,-6.4,102.0
-0.7,102.0,-2.8,-16.3,CC(c1cccs1)N(Cc1ccco1)C(=O)Nc1ccc(Cl)c(Cl)c1 (stereo not drawn),-2.6,5.3,15.0,-14.0,124.0
5.9,97.0,0.2,38.6,COc1ccc(NC(=O)c2ccccc2OCc2ccc(F)cc2)c(OC)c1,-9.5,-3.1,-6.0,-29.4,98.0
1.1,91.0,-1.8,15.0,COc1ccc(NC(=S)N2CCCC(CO)C2)c(OC)c1 (stereo not drawn),-2.0,7.0,-4.0,-0.6,93.0
5.0,102.0,7.6,3.0,Cc1ccc(-c2nnc(NC(=O)Cc3ccc(F)cc3)o2)c(C)c1,-4.8,3.1,11.0,-20.1,101.0
1.4,100.0,-0.2,13.1,Cc1nnc(SCC(=O)Nc2ccccc2F)n1-c1ccc(F)cc1,-4.4,-1.2,9.0,2.0,106.0
-2.9,80.0,4.2,0.3,CCCCC(CC)C(=O)Nc1ncc([N+](=O)[O-])s1 (stereo not drawn),-8.0,0.8,-14.0,7.1,77.0
0.7,101.0,0.5,-0.1,COC(=O)c1cc(S(=O)(=O)NCc2ccc(F)cc2)cn1C,2.4,2.6,2.0,5.1,103.0
2.7,97.0,3.0,15.9,CCOc1ccc(S(=O)(=O)NNC(=S)Nc2ccc(Br)cc2)cc1,-0.2,3.2,-2.0,-7.2,99.0
-4.6,105.0,-1.6,6.7,COC(=O)C1=NNC2(c3ccc(Cl)cc3)C(=O)N(c3ccc(Cl)cc3)C(=O)C12 (stereo not drawn),2.0,6.1,13.0,-10.5,107.0
-8.8,76.0,3.6,11.8,CCCCOC(=O)Nc1nc(CC(=O)OCC)cs1,0.0,2.8,-10.0,28.1,81.0
-1.9,107.0,4.8,6.6,COc1ccc(NC(=O)c2cc(-c3cc(C)cc(C)c3O)n[nH]2)cc1Cl,1.8,-4.9,9.0,-17.4,167.0*
-6.3,103.0,6.5,-2.5,COCCNC(=O)CCc1c(C)nc2c(c(C)nn2-c2ccc(C)c(C)c2)c1C,-2.2,0.3,3.0,15.6,106.0
-1.5,99.0,-4.7,3.5,CC(OC(=O)c1ccc(O)cc1)C(=O)Nc1cc(C(F)(F)F)ccc1Cl (stereo not drawn),-4.8,0.4,5.0,-8.6,99.0
2.5,111.0,9.0,25.2,C=CCOc1ccc(CNCc2cccnc2)cc1,-7.9,0.1,19.0,16.9,121.0
5.9,98.0,1.6,-0.3,CCN1CCCc2cc(CN(CCN3CCOCC3)C(=S)Nc3cccc(Cl)c3)ccc21,1.6,0.2,-3.0,-1.6,104.0
4.3,97.0,3.7,28.3,COc1cccc(N(C(=O)c2snc(C(N)=O)c2N)C(C(=O)NCc2ccccc2)c2ccc(O)cc2)c1 (stereo not drawn),-12.3,-4.4,-11.0,-22.0,92.0
-11.3,100.0,-3.2,38.7,Cc1ccccc1CSCCNC(=O)c1ccccc1,-12.1,4.6,1.0,11.6,98.0
-4.2,100.0,2.2,-1.4,COc1cc(/C=N/NC(=O)CSc2ccccn2)ccc1O,-7.4,0.2,0.0,20.5,98.0
2.8,100.0,2.0,0.7,CCOC(=O)C(CCCCCCP(=O)(c1ccccc1)c1ccccc1)NC(C)=O (stereo not drawn),-3.5,-0.7,-1.0,7.0,103.0
-1.3,94.0,4.5,4.6,CCC(C)(C)n1nnnc1C(c1cc(OC)c(OC)c(OC)c1)N1CCN(c2ccccc2)CC1 (stereo not drawn),-10.9,2.3,-4.0,-11.8,96.0
-7.1,97.0,3.8,37.7,Cc1cc(C(=O)CN2CCC(C)CC2)c(C)n1-c1ccccc1F,-4.5,1.4,8.0,-4.0,102.0
-7.7,94.0,4.6,10.1,CCC(=O)N1CCc2cc(S(=O)(=O)NCCC(=O)NC3CCCc4ccccc43)ccc21 (stereo not drawn),-5.5,2.4,-4.0,24.1,97.0
6.9,101.0,3.4,10.5,Cc1ccc(NC(=O)C2CC(=O)Nc3nncn32)cc1 (stereo not drawn),-2.8,-1.1,-3.0,30.6,96.0
.,104.0,-4.2,.,COc1ccccc1NC(=O)CSc1ccc2nnc(-c3ccccn3)n2n1,-2.8,4.0,14.0,83.7,102.0
4.7,100.0,12.4,-1.9,CC(CCc1ccco1)NC(=O)CCc1nnc2ccc(NCc3ccccc3Cl)nn12 (stereo not drawn),-4.0,-0.9,5.0,4.4,100.0
2.4,103.0,-3.1,4.7,CCOC(=O)C1=C(N)OC2=C(C(=O)CCC2)C1c1sccc1C (stereo not drawn),2.4,-4.6,1.0,-12.9,109.0
0.6,103.0,3.7,1.8,O=C1CSC(c2ccccc2)N1c1ccc(F)cc1F (stereo not drawn),0.6,-0.1,4.0,-13.9,106.0
3.2,103.0,-0.1,13.7,Cc1ccc(NC(=O)Cn2cc(C=O)c3ccccc32)cc1,-1.2,3.8,1.0,-2.0,102.0
7.2,98.0,-4.7,4.8,COc1ccc(NC(=O)/C(=C\c2ccc(F)cc2)NC(=O)c2ccco2)cc1,6.8,1.8,-2.0,1.7,99.0
-4.7,105.0,-3.8,-0.9,CCc1nnc(NC(=O)C(NC(=O)c2ccccc2Cl)C(C)C)s1 (stereo not drawn),2.4,3.4,-5.0,1.0,96.0
5.8,106.0,1.9,-2.6,COc1ccc(CN2CCN(C(=O)CN3C(=O)C4C5C=CC(C5)C4C3=O)CC2)c(OC)c1OC (stereo not drawn),-9.2,-3.8,7.0,12.6,113.0
-5.3,105.0,-2.1,-6.7,CC(=O)c1c(C)n(-c2ccc(C)cc2C)c2ccc(O)cc12,-11.5,4.7,4.0,-2.1,105.0
2.2,101.0,5.7,39.6*,Cc1ccc(CCn2c3c(c4ccccc42)CN(C)CC3)cn1,2.1,-2.8,0.0,7.4,102.0
-1.8,86.0,0.2,-2.8,Cc1ccc(NC(=O)CCN2C(=O)OC(C)(C)C2(C)O)cc1 (stereo not drawn),-0.1,2.3,-20.0,-0.2,94.0
1.6,108.0,-2.4,8.5,O=C(COc1ccccc1[N+](=O)[O-])Nc1ccc(N2CCN(C(=O)c3cccs3)CC2)cc1,-18.8,3.8,7.0,4.2,103.0
1.4,101.0,1.3,-0.9,COc1ccc(CN2CCN(CCC(C)C)C(CCO)C2)cc1Cn1cncn1 (stereo not drawn),-6.5,2.0,-4.0,-3.5,95.0
-0.8,85.0,4.7,-57.5,CSCC[C@H](NC(=O)Nc1cccc(Br)c1)C(=O)O,-6.8,6.9,-21.0,1.4,81.0
-4.0,108.0,7.1,23.6,CCOc1ccccc1N1CCN(C(=O)CCCN2C(=O)c3cccc4cccc(c34)C2=O)CC1,-4.5,-1.3,0.0,-7.3,103.0
0.3,102.0,1.4,16.0,CC(=O)c1cccc(NS(=O)(=O)c2cc3c(cc2C)NC(=O)CO3)c1,7.9,0.1,2.0,-15.9,103.0
-7.5,106.0,3.8,10.2,Cc1cc(C)c(C(=O)CN2C(=O)NC3(CCCCCC3)C2=O)cc1C,-7.0,4.0,-2.0,7.9,102.0
4.0,91.0,1.9,-8.3,COC(=O)c1[nH]c2ccc(Cl)cc2c1NC(=O)CN1CCC(C(N)=O)CC1,-5.4,.,-6.0,8.2,100.0

# Continuation:
PfM18AAP inh,MEKK3 PB1 HTS,IDE inh,NALP1 yeast inh,Compound,pCIP destab,IDE cell activ,MEKK2mut PB1 HTS,SUMO HTRF inh,MEKK2wt PB1 HTS
3.8,107.0,1.4,12.6,COC(=O)c1cn(C(=O)c2ccc(Cl)cc2)c2ccccc12,-19.6,-3.3,2.0,-2.0,102.0
-2.5,95.0,-0.4,21.9,COc1cccc(/C=N/NC(=O)Cn2nc(C)c([N+](=O)[O-])c2C)c1O,2.0,1.2,9.0,2.6,105.0
0.8,95.0,1.1,8.2,CCOC(=O)C1CCN(C(=O)CCn2c(=O)[nH]c3ccccc3c2=O)CC1,-6.0,5.7,-5.0,32.9,93.0
-6.2,.,5.0,9.1,CCNC(=O)C1CC(=O)N(Cc2ccc3c(c2)OCO3)C(=Nc2ccc(OCC)cc2)S1 (stereo not drawn),1.3,2.8,.,20.7,.
2.4,107.0,-0.8,6.3,O=C(COc1cccc2c1CCN(Cc1ccc(Cl)cc1)C2=O)N1CCOCC1,-1.7,-1.4,-6.0,15.9,98.0
1.8,104.0,6.0,26.4,S=C(Nc1ccc2nsnc2c1)N1CCCCC1,2.2,3.6,-1.0,95.0,101.0
22.7,101.0,1.9,16.4,O=C(Nc1ccc2c(c1)CN(Cc1ccco1)CC2)C1CCCO1 (stereo not drawn),-2.7,-1.5,7.0,13.8,101.0
7.3,94.0,7.0,-9.2,Cc1ccccc1CSc1nnc(NC(=O)C2COc3ccccc3O2)s1 (stereo not drawn),-12.5,1.4,5.0,5.3,97.0
2.4,103.0,3.2,10.8,O=C(c1nc2ccc(Cl)cn2c1CNCCc1cnccn1)N1CCCCCCC1,4.7,-1.9,6.0,-9.3,101.0
6.2,110.0,6.3,25.0,CCOc1ccc(C2SCC(=O)N2c2c(C)n(C)n(-c3ccccc3)c2=O)cc1 (stereo not drawn),-3.2,-3.1,4.0,11.9,110.0
